Screens: PubChem BioAssay, several laboratories
CRFBP-R2 agonist – CRF-BP/CRF-R2 complex agonism; HEK293 CRF-R2/CRF-BP, calcium dye fluorescence (FLIPR); percent of saturating CRF peptide response; actives 0.46% (n = 350,000); activation, % at 13.2 µM; AID 588473;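 active = activation of at least 50%, plus an integration ratio under a set limit after plate pattern correction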;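 note: plate controls were neutral control wells without compound for no effect and CRF at EC100 for full effect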
M5 PAM – positive allosteric modulators of human muscarinic M5 receptor | CHO-K1 hM5, Fluo-8 calcium, ACh EC20 PAM; 0% = ACh EC20, 100% = ACh EC100 | activation, % at 3 µM | actives 0.3% (n = 360,000) | AID 624038;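 active = activation above the run cutoff, the mean activation of all test compounds plus 3 SD, cut at about 18% in these data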
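Assay system: CHO-K1 hM5 cells. Also added: acetylcholine at EC20 concentration, added after compound. Dosing: 3 µM, single dose. Times: compound preincubation 140 s before EC20 acetylcholine addition. Signal: Fluo-8 calcium fluorescence. Measure: % activation relative to EC20 and EC100 ACh responses. Repeats: singlicate, one well per test compound.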
CHRM4 antagonist – CHRM4 antagonism in calcium assay | P08173 | AID 624125 | CHO-hM4 cells, ACh EC80, Fluo-8 calcium fluorescence | inhibition, % at 3 µM | actives 0.73% (n = 360,000);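 active = inhibition above its plate's cutoff, the mean inhibition of sample wells plus 3 SD, cut at about 27% in these data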;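 note: 0% = acetylcholine EC80 with DMSO and 100% = DMSO without agonist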
Target sequence (P08173 whole entry, looked up): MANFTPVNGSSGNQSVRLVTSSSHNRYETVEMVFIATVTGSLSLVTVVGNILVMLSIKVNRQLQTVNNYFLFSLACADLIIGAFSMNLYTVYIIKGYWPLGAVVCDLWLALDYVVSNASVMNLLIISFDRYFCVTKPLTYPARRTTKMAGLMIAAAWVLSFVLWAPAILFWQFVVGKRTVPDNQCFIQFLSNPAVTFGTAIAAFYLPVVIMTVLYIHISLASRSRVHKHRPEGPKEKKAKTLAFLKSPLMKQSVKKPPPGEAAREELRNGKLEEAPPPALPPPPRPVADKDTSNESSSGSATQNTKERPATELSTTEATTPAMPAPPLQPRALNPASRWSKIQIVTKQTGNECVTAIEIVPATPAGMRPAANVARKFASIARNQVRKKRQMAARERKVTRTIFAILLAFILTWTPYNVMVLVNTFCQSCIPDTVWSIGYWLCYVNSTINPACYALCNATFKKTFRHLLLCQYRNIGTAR
CHRM4 PAM – CHRM4 positive allosteric modulation. P08173. CHO-K1 hM4/Gqi5, Fluo-8 calcium fluorescence, ACh EC20; 0% = ACh EC20, 100% = maximal ACh. activation, % at 3 µM. actives 0.4% (n = 360,000). AID 624126;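 active = activation above its plate's cutoff, the mean activation of sample wells plus 3 SD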; note: some results filed as inactive read as strong as hits
M5 antag – CHRM5 antagonism in calcium assay. CHO-hM5 cells, Fluo-8 calcium fluorescence, ACh EC80. inhibition, % at 3 µM. P08912. actives 0.59% (n = 360,000);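 active = inhibition above a per-plate cutoff, the mean of that plate's test compounds plus 3 SD, cut at about 27% in these data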;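 note: 0% = acetylcholine EC80 with DMSO and 100% = DMSO without agonist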
CHRM5 agonist – CHRM5 agonism in calcium assay. P08912. CHO-K1 hM5 cells, Fluo-8 calcium fluorescence; 0% DMSO wells, 100% maximal acetylcholine response. activation, % at 3 µM. actives 0.19% (n = 360,000). AID 624037;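 active = activation above the run's mean over test compounds plus 3 SD, cut at about 23% in these data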;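 note: signal is peak over basal fluorescence ratio across the kinetic read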
CHRM1 PAM – positive allosteric modulators of human M1 muscarinic receptor; P11229; CHO-K1 hM1, Fluo-8 calcium fluorescence, ACh EC20; 0% = ACh EC20, 100% = maximal ACh; activation, % at 3 µM; actives 0.088% (n = 360,000); AID 588819; in the data active = activation above about 19%, passing the limit was not always enough
Target sequence (P11229 whole entry, looked up): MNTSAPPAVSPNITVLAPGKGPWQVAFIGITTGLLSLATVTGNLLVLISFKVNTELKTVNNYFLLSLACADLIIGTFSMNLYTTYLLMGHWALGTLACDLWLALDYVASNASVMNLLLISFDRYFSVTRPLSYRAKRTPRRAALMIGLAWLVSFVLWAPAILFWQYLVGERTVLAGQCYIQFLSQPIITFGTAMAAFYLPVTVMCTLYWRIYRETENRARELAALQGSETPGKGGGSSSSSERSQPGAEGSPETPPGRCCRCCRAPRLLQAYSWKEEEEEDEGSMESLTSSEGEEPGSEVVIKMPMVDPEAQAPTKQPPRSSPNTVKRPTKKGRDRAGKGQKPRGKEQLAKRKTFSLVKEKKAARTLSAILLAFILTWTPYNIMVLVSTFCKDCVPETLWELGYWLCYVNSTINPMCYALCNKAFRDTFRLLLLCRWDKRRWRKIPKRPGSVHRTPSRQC
CHRM4 agonist – agonists of human muscarinic M4 receptor (CHRM4) | activation, % at 3 µM | AID 624127 | P08173 | actives 0.14% (n = 360,000) | CHO-K1 hM4/Gqi5, Fluo-8 calcium fluorescence; vehicle 0%, full acetylcholine response 100%;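 active = activation above the run mean over all test wells plus 3 SD, cut at about 32% in these data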;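 note: peak over basal fluorescence ratio per well then scaled between controls; 0% = DMSO wells and 100% = acetylcholine at EC100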
CRFBP-R2 block – blocks CRF-induced signaling of the CRF-BP/CRF-R2 complex; HEK293 CRF-R2/CRF-BP, CRF-induced calcium fluorescence; inhibition, % at 11.8 µM; actives 0.59% (n = 350,000); AID 588475;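 active = inhibition of the ligand-induced calcium signal above about 50% at the single tested concentration, limit read from the data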
* marks the source's active call; other numbers are inactive results.

What do the screens show for `CCN(CC)S(=O)(=O)c1ccc(OC)c(NC(=O)c2cccc(C)c2[N+](=O)[O-])c1`?
CRFBP-R2 agonist: -1.9; M5 PAM: 3; CHRM4 antagonist: -5; CHRM4 PAM: 3; M5 antag: 0; CHRM5 agonist: -1; CHRM1 PAM: 11; CHRM4 agonist: 3; CRFBP-R2 block: -4

Results for O=C(NCC1CCCO1)C1CC(c2ccccc2Cl)=NO1 (stereo unspecified) ?
CRFBP-R2 agonist: -0.7; M5 PAM: -2; CHRM4 antagonist: -4; CHRM4 PAM: 14; M5 antag: -1; CHRM5 agonist: 3; CHRM1 PAM: 6; CHRM4 agonist: 2; CRFBP-R2 block: 6

What do the screens show for `O=S(=O)(c1ccc(Br)cc1)N1CCCc2ccccc21`?
CRFBP-R2 agonist: 0.3; M5 PAM: -4; CHRM4 antagonist: 13; CHRM4 PAM: -6; M5 antag: 3; CHRM5 agonist: -1; CHRM1 PAM: -7; CHRM4 agonist: -1; CRFBP-R2 block: 24

How did NC(=O)C1CCN(CC(=O)c2c[nH]c3ccc(F)cc23)CC1 do in these assays?
CRFBP-R2 agonist: 1.0; M5 PAM: -5; CHRM4 antagonist: 16; CHRM4 PAM: 4; M5 antag: 3; CHRM5 agonist: -1; CHRM1 PAM: -3; CHRM4 agonist: 2; CRFBP-R2 block: 9

What do the screens show for `O=C(NCCCc1ccc(F)cc1)C1CCC(=O)N(CCN2CCOCC2)C1` (stereo unspecified)?
CRFBP-R2 agonist: 0.0; M5 PAM: -3; CHRM4 antagonist: -3; CHRM4 PAM: -2; M5 antag: 18; CHRM5 agonist: -4; CHRM1 PAM: 3; CHRM4 agonist: 1; CRFBP-R2 block: -6

What do the screens show for `CCCc1n[nH]c2c1C(=O)CC(C)(C)C2`?
CRFBP-R2 agonist: 0.2; M5 PAM: 4; CHRM4 antagonist: -2; CHRM4 PAM: 8; M5 antag: -8; CHRM5 agonist: -2; CHRM1 PAM: 11; CHRM4 agonist: 2; CRFBP-R2 block: 1

How did CC(C)C(=O)NC(=O)COC(=O)/C=C/c1cccs1 do in these assays?
CRFBP-R2 agonist: 0.0; M5 PAM: -1; CHRM4 antagonist: -9; CHRM4 PAM: -4; M5 antag: 6; CHRM5 agonist: 1; CHRM1 PAM: 4; CHRM4 agonist: 2; CRFBP-R2 block: 5

What do the screens show for `COCc1c(C(=O)NC(C)c2ccc(S(N)(=O)=O)cc2)oc2ccccc12` (stereo unspecified)?
CRFBP-R2 agonist: -0.5; M5 PAM: -6; CHRM4 antagonist: -4; CHRM4 PAM: 3; M5 antag: 21; CHRM5 agonist: -2; CHRM1 PAM: 6; CHRM4 agonist: 2; CRFBP-R2 block: 10

Results for COC(=O)c1sc(NC(=O)c2ccc(OC)cc2OC)nc1C ?
CRFBP-R2 agonist: -0.2; M5 PAM: -1; CHRM4 antagonist: 2; CHRM4 PAM: 15; M5 antag: 2; CHRM5 agonist: -1; CHRM1 PAM: 10; CHRM4 agonist: 1; CRFBP-R2 block: 4

Results for Cc1ncc(CO)n1Cc1ccc(Cl)cc1 ?
CRFBP-R2 agonist: 4.4; M5 PAM: 2; CHRM4 antagonist: -15; CHRM4 PAM: -1; M5 antag: -1; CHRM5 agonist: -1; CHRM1 PAM: 10; CHRM4 agonist: 2; CRFBP-R2 block: -23

Molecules from the list above with a Cl atom, in the order listed:
Results for O=C(NCC1CCCO1)C1CC(c2ccccc2Cl)=NO1 (stereo unspecified) ?
CRFBP-R2 agonist: -0.7; M5 PAM: -2; CHRM4 antagonist: -4; CHRM4 PAM: 14; M5 antag: -1; CHRM5 agonist: 3; CHRM1 PAM: 6; CHRM4 agonist: 2; CRFBP-R2 block: 6

Results for Cc1ncc(CO)n1Cc1ccc(Cl)cc1 ?
CRFBP-R2 agonist: 4.4; M5 PAM: 2; CHRM4 antagonist: -15; CHRM4 PAM: -1; M5 antag: -1; CHRM5 agonist: -1; CHRM1 PAM: 10; CHRM4 agonist: 2; CRFBP-R2 block: -23

Later entries
How did O=C(CSc1ccc(F)cc1)NC1CCCCC1 do in these assays?
CRFBP-R2 agonist: -2.8; M5 PAM: 2; CHRM4 antagonist: -6; CHRM4 PAM: 3; M5 antag: -6; CHRM5 agonist: 0; CHRM1 PAM: 3; CHRM4 agonist: 1; CRFBP-R2 block: -5

Results for CC1CCc2[nH]c3ccc(C(=O)N(C)CC(=O)Nc4cccc(F)c4)cc3c2C1 (stereo unspecified) ?
CRFBP-R2 agonist: -0.1; M5 PAM: -4; CHRM4 antagonist: -1; CHRM4 PAM: 0; M5 antag: 14; CHRM5 agonist: 0; CHRM1 PAM: 7; CHRM4 agonist: 5; CRFBP-R2 block: 104*

What do the screens show for `COC(=O)c1[nH]c2cc(OC)c(OC)cc2c1NC(=O)CN1C[C@H]2C[C@@H](C1)c1cccc(=O)n1C2`?
CRFBP-R2 agonist: 0.5; M5 PAM: -1; CHRM4 antagonist: -7; CHRM4 PAM: -2; M5 antag: -4; CHRM5 agonist: 0; CHRM1 PAM: 7; CHRM4 agonist: 1; CRFBP-R2 block: 13

Results for Cc1ccc(NS(=O)(=O)c2csc(C(N)=O)c2)c(C)c1 ?
CRFBP-R2 agonist: -1.1; M5 PAM: 0; CHRM4 antagonist: 0; CHRM4 PAM: 3; M5 antag: 8; CHRM5 agonist: 0; CHRM1 PAM: 0; CHRM4 agonist: 2; CRFBP-R2 block: -10

How did Cc1ccc(CNC(=O)COc2ccc(C(=O)c3ccc(F)cc3)cc2)cc1 do in these assays?
CRFBP-R2 agonist: -0.2; M5 PAM: 1; CHRM4 antagonist: -5; CHRM4 PAM: 3; M5 antag: 1; CHRM5 agonist: 1; CHRM1 PAM: -1; CHRM4 agonist: 1; CRFBP-R2 block: 17

How did CSc1ncccc1C(=O)OCC(=O)c1ccccc1Br do in these assays?
CRFBP-R2 agonist: -1.9; M5 PAM: 2; CHRM4 antagonist: 1; CHRM4 PAM: -9; M5 antag: 4; CHRM5 agonist: -5; CHRM1 PAM: 3; CHRM4 agonist: 2; CRFBP-R2 block: 40

What do the screens show for `Cc1[nH]nc(N2CCCCCC2)c1[N+](=O)[O-]`?
CRFBP-R2 agonist: -1.0; M5 PAM: -4; CHRM4 antagonist: -2; CHRM4 PAM: 2; M5 antag: -2; CHRM5 agonist: -1; CHRM1 PAM: 9; CHRM4 agonist: 1; CRFBP-R2 block: -16

Results for CCc1nc2ccc(C(=O)N(C)CCCN(C)C)cn2c1N(C)C(=O)C1CCCCC1 ?
M5 PAM: 4; CHRM4 antagonist: -10; CHRM4 PAM: 8; M5 antag: 7; CHRM5 agonist: 1; CHRM1 PAM: -1; CHRM4 agonist: 1

Results for O=C(c1cccs1)N1CCN(S(=O)(=O)c2cccc(Cl)c2Cl)CC1 ?
CRFBP-R2 agonist: -0.1; M5 PAM: -5; CHRM4 antagonist: 9; CHRM4 PAM: -3; M5 antag: 8; CHRM5 agonist: 2; CHRM1 PAM: 10; CHRM4 agonist: 6; CRFBP-R2 block: -4

Results for COc1cc(/C=C(\C#N)c2nc3ccccc3s2)cc([N+](=O)[O-])c1O ?
CRFBP-R2 agonist: -0.3; M5 PAM: 0; CHRM4 antagonist: 15; CHRM4 PAM: 7; M5 antag: 0; CHRM5 agonist: 7; CHRM1 PAM: 1; CHRM4 agonist: 3; CRFBP-R2 block: 61*

How did c1ccc(-c2nc3c4ccccc4ccn3c2CC2CCCCC2)cc1 do in these assays?
M5 PAM: 1; CHRM4 antagonist: -15; CHRM4 PAM: 13; M5 antag: -1; CHRM5 agonist: 2; CHRM4 agonist: 0

Results for C/C=C/c1ccc(OCC(O)CN2CCCCCCC2)c(OC)c1 (stereo unspecified) ?
CRFBP-R2 agonist: -0.3; M5 PAM: 3; CHRM4 antagonist: 7; CHRM4 PAM: -8; M5 antag: 1; CHRM5 agonist: -12; CHRM1 PAM: -8; CHRM4 agonist: 0; CRFBP-R2 block: -10

Results for COc1ccc(S(=O)(=O)N(CC(=O)NCc2ccco2)c2ccccc2)cc1 ?
CRFBP-R2 agonist: -0.7; M5 PAM: -7; CHRM4 antagonist: -7; CHRM4 PAM: -3; M5 antag: 8; CHRM5 agonist: -3; CHRM1 PAM: 7; CHRM4 agonist: 4; CRFBP-R2 block: 13

How did Cc1cccc(NC(=O)/C(=C\c2ccc([N+](=O)[O-])o2)NC(=O)c2ccc(Cl)cc2)c1 do in these assays?
CRFBP-R2 agonist: -0.5; M5 PAM: 0; CHRM4 antagonist: -8; CHRM4 PAM: 4; M5 antag: -6; CHRM5 agonist: 0; CHRM1 PAM: 8; CHRM4 agonist: 3; CRFBP-R2 block: 0

What do the screens show for `Cc1ccc(NC(=O)C2CCN(S(=O)(=O)c3ccc4c(c3)NC(=O)C(C)S4)CC2)cc1C` (stereo unspecified)?
CRFBP-R2 agonist: 1.9; M5 PAM: -13; CHRM4 antagonist: 20; CHRM4 PAM: -14; M5 antag: 36*; CHRM5 agonist: -3; CHRM1 PAM: -12; CHRM4 agonist: 14; CRFBP-R2 block: -1

How did O=C1c2cc([N+](=O)[O-])ccc2-c2cc(Br)c(N=C(NO)C(F)(F)F)cc21 do in these assays?
CRFBP-R2 agonist: -2.4; M5 PAM: -10; CHRM4 antagonist: -10; CHRM4 PAM: 1; M5 antag: 10; CHRM5 agonist: 11; CHRM1 PAM: 1; CHRM4 agonist: 5; CRFBP-R2 block: 14

How did C[C@@H]1CN([C@@H](C)CO)S(=O)(=O)c2ccc(Br)cc2O[C@H]1CN(C)C(=O)C1CCCCC1 do in these assays?
CRFBP-R2 agonist: -0.3; M5 PAM: 1; CHRM4 antagonist: 0; CHRM4 PAM: -3; M5 antag: 0; CHRM5 agonist: 2; CHRM1 PAM: -6; CHRM4 agonist: 9; CRFBP-R2 block: 23

Results for O=C(NC1CCN(C(=S)Nc2ccc(F)cc2)CC1)c1ccco1 ?
CRFBP-R2 agonist: 1.3; M5 PAM: -4; CHRM4 antagonist: -4; CHRM4 PAM: 4; M5 antag: 9; CHRM5 agonist: -3; CHRM1 PAM: 19; CHRM4 agonist: 2; CRFBP-R2 block: -1

What do the screens show for `Cc1cc(=O)[nH]c2ccc(S(=O)(=O)Nc3ccc(O)cc3)cc12`?
CRFBP-R2 agonist: -0.3; M5 PAM: -2; CHRM4 antagonist: 2; CHRM4 PAM: -5; M5 antag: 14; CHRM5 agonist: -1; CHRM1 PAM: 9; CHRM4 agonist: 0; CRFBP-R2 block: 4

What do the screens show for `Cc1cc(C(=O)Cn2nc(C(=O)O)c3ccccc3c2=O)c(C)n1-c1cccc(C(F)(F)F)c1`?
CRFBP-R2 agonist: 0.2; M5 PAM: 8; CHRM4 antagonist: 3; CHRM4 PAM: 16; M5 antag: 8; CHRM5 agonist: 2; CHRM1 PAM: 16; CHRM4 agonist: 0; CRFBP-R2 block: 5

How did C=CCSc1nnc(CNC(=O)c2ccc(Cl)cc2)n1CC do in these assays?
CRFBP-R2 agonist: -1.4; M5 PAM: 9; CHRM4 antagonist: 6; CHRM4 PAM: 8; M5 antag: 3; CHRM5 agonist: -4; CHRM1 PAM: 10; CHRM4 agonist: 1; CRFBP-R2 block: 7
